Pf growth 96h – Primary qHTS for delayed death inhibitors of the malarial parasite plastid, 96 hour incubation; P. falciparum luciferase reporter growth, 96 h; Potency, µM (highest dose often 28.7 µM), inactives show top-dose activity change, negative = inhibition, hits mostly inhibitors; 6.9% of 320,000 active; AID 504834, 2011; note: potency is the fitted concentration of half-maximal effect; % is set by controls: 0 for no effect and ±100 for the full control effect
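Two-generation exposure (96 h) targets delayed-death phenotype. Reporter parasites carrying integrated firefly luciferase, in red cells at 2% hematocrit and 0.05% parasitemia final, kept at 37 C, 5% CO2; luminescence loss indicates inhibition.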
LmPK inh – qHTS Assay for Inhibitors of Leishmania Mexicana Pyruvate Kinase (LmPK) | purified LmPK, Kinase-Glo ATP luminescence, 1 h | Potency, µM (top dose mostly 57.5 µM), for inactives: at the top dose activity change, negative = inhibition, usual class: inhibitors | 0.37% of 290,000 active; note: potency is the fitted concentration of half-maximal effect; % is set by controls: 0 for no effect and ±100 for the full control effect
Target sequence (Q27686 whole entry, looked up): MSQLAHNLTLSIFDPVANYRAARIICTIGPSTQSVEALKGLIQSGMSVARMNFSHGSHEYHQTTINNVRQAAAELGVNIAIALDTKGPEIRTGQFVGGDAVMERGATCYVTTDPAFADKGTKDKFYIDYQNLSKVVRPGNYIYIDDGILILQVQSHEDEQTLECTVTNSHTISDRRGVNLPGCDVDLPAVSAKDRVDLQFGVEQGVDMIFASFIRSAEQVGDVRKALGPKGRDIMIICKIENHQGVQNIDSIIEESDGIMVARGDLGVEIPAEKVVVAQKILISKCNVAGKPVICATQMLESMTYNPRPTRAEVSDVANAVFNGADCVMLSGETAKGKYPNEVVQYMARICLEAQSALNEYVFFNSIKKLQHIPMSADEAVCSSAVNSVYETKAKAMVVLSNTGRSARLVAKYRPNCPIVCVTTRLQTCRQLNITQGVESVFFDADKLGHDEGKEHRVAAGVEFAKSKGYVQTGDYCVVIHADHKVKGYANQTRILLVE
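Screened at intermediate enzyme activity to detect both inhibitors and activators: LmPK at 0.1 nM, with a 0.5 nM enzyme column as activation reference. PEP 0.5 mM, ADP 0.1 mM; ATP detected by luminescence after 1 h.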
HCV inh – qHTS Assay for Inhibitors of Hepatitis C Virus (HCV); Huh7.5.1 HCVcc-Cre infection, luciferase reporter, 44 h; Potency, µM (titrated, usually from 41.8 µM), for the others: top-dose activity change, negative = inhibition, hits mostly inhibitors; 3.4% of 340,000 active; note: potency is the fitted concentration of half-maximal effect; % is set by controls: 0 for no effect and ±100 for the full control effect
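A cell-based infection assay in which seeded cells (1,000 per well) receive test compound after 4 h, are inoculated with HCVcc-Cre at approximately 0.5 moi, and are incubated 44 h before luminescence detection.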
TbPYK inhibitor – qHTS of Trypanosoma Brucei Inhibitors. AID 624173, 2012. Potency, µM (top dose mostly 76.8 µM), without a hit: top-dose activity, negative = inhibition, actives largely listed as inhibitors. TbPYK enzyme, Kinase-Glo Plus ATP luminescence, 45 min. 0.12% of 410,000 active; note: potency is the fitted concentration of half-maximal effect; % is set by controls: 0 for no effect and ±100 for the full control effect; nearly all actives have a fitted effect of over 50% in size
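Enzyme and substrate buffer are dispensed first and compound is pin-transferred. ADP at 130 uM final then starts the reaction, which runs 45 min at room temperature. Detection reagent is added for 10 min before luminescence is imaged.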
Pf growth 48h – Primary qHTS for delayed death inhibitors of the malarial parasite plastid, 48 hour incubation; P. falciparum luciferase growth in erythrocytes, 48 h; Potency, µM (top dose mostly 28.7 µM), for the others: at the top dose activity change, negative = inhibition, usual class: inhibitors; 5.9% of 310,000 active; AID 504832, 2011; note: potency is the fitted concentration of half-maximal effect; % is set by controls: 0 for no effect and ±100 for the full control effect
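In quantitative HTS format, infected erythrocytes bearing luciferase-reporter parasites were treated for a single generation at 37 C. Luminescence after adding detection reagent served as the growth measure.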
Cycloheximide cs – Cycloheximide Counterscreen for Small Molecule Inhibitors of Shiga Toxin | 12% of 300,000 active | cell reporter, cycloheximide protein synthesis inhibition counterscreen | max response, % | AID 2314, 2010; in the data active = max response mostly above about 13%, no sharp cut-off; inactive = mostly below about 14%; note: read at 38.3 µM for the half of the compounds with a filed dose; 0% is about no effect
Shiga inhibitor – A qHTS for Small Molecule Inhibitors of Shiga Toxin; inhibition, % at 38.7 µM; 9.2% of 290,000 active; Vero cells, Shiga toxin protein synthesis inhibition reporter; in the data active = inhibition mostly above about 28%, no sharp cut-off; inactive = mostly below about 43%; note: 0% is about no effect
Active calls of the source: *; ? = inconclusive; / = not tested or not shown; & = joins results of further samples; [ ] = dose if it differs, or a comment. Unless noted, calls come from the whole dose curve; as a rule, active = well fitted curve in the direction sought with a large enough effect; inconclusive = small, poorly fitted or top-dose-only effect, or another doubt; inactive = no such curve, though single readings can be large; an effect the other way counts as inactive or inconclusive.

| SMILES | Shiga inhibitor | TbPYK inhibitor | HCV inh | Cycloheximide cs | Pf growth 96h | LmPK inh | Pf growth 48h |
| --- | --- | --- | --- | --- | --- | --- | --- |
| CCOC(=O)N1CCN(C(=O)c2ccccc2NC(C)=O)CC1 | 72 | 4% | 3% | 24* | 6% | 0% | -72% |
| CCCN1C(=O)/C(=C/c2ccc(N3CCCC3)c(C)c2)NC1=S | 50* | -6% | ? | 19* | -16% | 5% | ? |
| Cc1ccc(CNC(=O)c2ccccc2NC(=O)C2=CSCCO2)cc1 | 2 | 21% | ? | -1 | ? | 1% | -25% |
| CCOC(=O)c1sc(NC(=O)C2CC2)cc1C | 38* | -6% | -25% | 15* | ? | 3% | ? |
| O=C(N=C1SC2CS(=O)(=O)CC2N1c1ccc(Br)cc1)C1CCCO1 (stereo unspecified) | -3 | 1% | 31%[activator] | 1 | -23% | 8% | -5% |
| CCN1CCN(C(CNC(=O)c2ccc3c(c2)OCO3)c2cccnc2)CC1 (stereo unspecified) | 33 | 2% | 17% | 20* | 70%[activator] | 3% | 33%[activator] |
| Cc1cccc(C)c1NC(=O)c1cc(-c2ccccn2)nc2ccccc12 | -22 | -4% | -24% | 6 | ? | -9% | -26% |
| O=C(NN=C1CCCC1)c1cc(Cl)cc(Cl)c1O | 14 | -1% | 8% | 8 | ? | -2% | -1% |
| CC1CCc2sc(C(=O)NCc3ccc(F)cc3)cc2C1 (stereo unspecified) | 25 | -13% | 11% | 14 | 55%[activator] | 1% | / |
| CCCNc1nc2ccccc2c(=O)[nH]1 | 9 | -3% | 7% | 1 | ? | 0% | -26% |
| O=C(NCCCn1ccnc1)/C(=C\c1cccnc1)NC(=O)c1ccco1 | 11 | -5% | 17% | 6 | 107%[activator] | -7% | 31% |
| CCOc1ccc(/C=N/NC(=O)c2[nH]c3ccc(C)cc3c2C)cc1 | 1 | 2% | ? | 17 | 5% | 0% | 17% |
| COc1cc(/C=N/NC(=O)Cn2nnc3ccccc32)ccc1O | 19 | -9% | -1% | 8 | 34%[activator] | 0% | 0% |
| Nc1ccc2nc3c(=O)n(CCc4ccccc4)c(=O)[nH]c3nc2c1 | 19 | 2% | ? | 1 | -23% | -4% | -14% |
| CC(=O)N1CCN(c2ccc([N+](=O)[O-])cc2C=C2C(=O)NC(=O)NC2=O)CC1 | -10 | -18% | 35%[activator] | 1 | -1% | 3% | 12% |
| O=C(COc1ccc(Br)cc1CO)Nc1ccccc1F | 77* | -2% | 25µM* | 29* | 3% | -3% | 83%[activator] |
| CC(C)(C)c1ccc(O)c(N=Cc2cc3c(cc2[N+](=O)[O-])OCO3)c1 | / | ? | ? | 2 | 86%[activator] | 1.6µM* | ? |
| CCCC(=NC(C)CC)C1=C(O)CC(c2ccccc2)CC1=O (stereo unspecified) | -5 | -16% | -5% | 1 | ? | 4% | 2.9µM* |
| COc1cccc(-c2nc(CS(=O)(=O)CC(=O)NCCCN3C(C)CCCC3C)c(C)o2)c1 (stereo unspecified) | -11 | 1% | -27% | -2 | ? | -2% | -9% |
| O=C(Nc1nc2ccc(Cl)cc2s1)c1cccc(N2C(=O)CCC2=O)c1 | / | 1% | 2% | / | 92%[activator] | / | 7% |
| S=C(Nc1ccccc1)Nc1ccc2cn[nH]c2c1 | 55* | -1% | 8% | 46* | 102%[activator] | -2% | 102%[activator] |
| Cc1[nH]c2ccc(F)cc2c1CCN(Cc1cccnc1)C(=S)Nc1cccc(F)c1 | -5 | -4% | -13% | -3 | ? | 0% | 13µM* |
| COc1ccccc1-c1cc(C(=O)N2CCCCC2)no1 | 102* | -3% | ? | 59* | 26% | 0% | / |
| COc1cc(/C=C(\C#N)C(=O)NCC2CCCO2)ccc1OCCC(C)C (stereo unspecified) | 25 | -1% | -10% | 1 | -8% | 2% | ? |
| COc1ccccc1NC(=O)CSc1nnc(CNC(=O)c2ccco2)o1 | 9 | 2% | 19% | -3 | ? | 5% | 2% |
| O=C(CCN1CCOCC1)Nc1cccc(Br)c1 | -16 | 0% | 12% | -2 | / | -2% | 4% |
| CCOC(=O)c1cc(-c2cccnc2)nn1-c1ccccn1 | -8 | 3% | -8% | -2 | ? | -5% | ? |
| O=C(COc1ccccc1[N+](=O)[O-])Nc1ccc2c(c1)OCO2 | 66* | 3% | ? | 31* | ? | 4% | 123%[activator] |
| Cc1ccc(OCC(=O)NC(=S)Nc2cccc(NC(=O)c3ccccc3Cl)c2)cc1 | -10 | 3% | -24% | 1 | 14% | 2% | 22% |
| CCN1CCN(c2cc(C)c3cc(NC(=O)CCC(=O)Nc4ccc(OC)c(OC)c4)ccc3n2)CC1 | -3 | 0% | -20% | 2 | -29% | 0% | ? |
| Cc1ccc(N/N=C/c2c(C)c(C#N)c(=O)n(C)c2O)cc1C | 19 | -18% | 11% | 7 | 7% | 2% | 11% |
| CCOc1ccccc1N(CC(=O)Nc1ccccc1C(=O)N1CCOCC1)S(C)(=O)=O | 21 | 2% | -10% | -1 | 10µM* | 1% | 3% |
| COc1cc(CN2CCC(Oc3cc(C(=O)NC4CC4)ccc3OC)CC2)cc(OC)c1 | -6 | -2% | 1% | -3 | ? | -9% | -20% |
| COC(=O)[C@@H]1C[C@@]2(O)[C@@H](O)[C@@H](O)[C@@H](O)C[C@H]2N1CC1CCCCC1 | -9 | -6% | 28%[8.37 µM] | 4 | 64%[activator] | 3% | 53%[activator] |
| CO/C=C\C=C/c1nnn(-c2ccc(Cl)cc2)n1 | 70* | -7% | -3% | 41* | 31%[activator] | 1% | 39%[activator] |
| C=CCn1nc2ccccc2c1OCCO | / | 1% | 13% | / | 78%[activator] | / | 63%[activator] |
| CCC(O)CNc1nc(SC)nc2sc3c(c12)CCN(C)C3 (stereo unspecified) | -10 | -5% | -2% | -1 | / | 4% | / |
| Cc1ccc(C(=O)O)cc1N1CCCC1=O | -2 | 5% | 11% | -2 | ? | 1% | 0% |
| O=S(=O)(c1ccc(Br)cc1)c1cnc2ccccc2n1 | -6 | 1% | ? | 8 | 12µM* | -10% | ? |
| Cc1ccccc1NC(=O)NC(N)=O | 14 | 0% | -5% | 5 | -4% | 1% | 15% |
| Cc1c(C)c2c(OCC(=O)NCc3cccnc3)cc3c(c2oc1=O)CCC(C)(C)O3 | -3 | 3% | -2% | -1 | ? | 0% | -8% |
| Cc1ccc(SCC(=O)N/N=C/c2ccco2)cc1 | -5 | 2% | 5% | -1 | ? | -6% | ? |
| COC(=O)c1cccc(CSC(=S)N2CCCC2)c1 | 36 | -1% | -1% | 30* | 22% | 0% | -2% |
| CN(Cc1ccccc1)C(=O)C1CCN(S(C)(=O)=O)CC1 | -27 | 6% | 2% | -2 | -5% | -1% | 2% |
| CN(C(=O)COC(=O)c1cccc(NS(=O)(=O)c2ccc(F)c(F)c2)c1)C1CCS(=O)(=O)C1 (stereo unspecified) | -5 | 0% | -10% | -1 | 0% | -2% | 17% |
| NC(=O)c1ccccc1NC(=O)N1CCOCC1 | -6 | 2% | 17% | -2 | ? | 10% | -11% |
| Cc1nnc(SCC(=O)N2CC(=O)Nc3ccccc32)n1-c1ccccc1 | -2 | -4% | 22% | -2 | -20% | 1% | 13% |
| COc1ccc(Cl)cc1N1C(=O)/C(=C\c2sccc2C)N=C1SCC(=O)NC1CC1 | -13 | 1% | ? | -3 | 9.3µM* | 7% | / |
| O=C(CCC1CCCC1)N1CCN(S(=O)(=O)Cc2ccccc2)CC1 | -12 | 0% | -19% | -1 | -20% | 0% | 3% |
| Cc1cc(C)nc(Nc2n[nH]c(-c3ccccc3Cl)n2)n1 | 20 | -1% | 8% | 16 | -25% | -5% | 31%[activator] |

One compound at a time (already shown). Values in the order: Shiga inhibitor | TbPYK inhibitor | HCV inh | Cycloheximide cs | Pf growth 96h | LmPK inh | Pf growth 48h
`C=CCn1nc2ccccc2c1OCCO` as listed: / | 1% | 13% | / | 78%[activator] | / | 63%[activator]
`Cc1nnc(SCC(=O)N2CC(=O)Nc3ccccc32)n1-c1ccccc1` as listed: -2 | -4% | 22% | -2 | -20% | 1% | 13%
`Cc1ccccc1NC(=O)NC(N)=O` as listed: 14 | 0% | -5% | 5 | -4% | 1% | 15%

Next structures follow:
| SMILES | Shiga inhibitor | TbPYK inhibitor | HCV inh | Cycloheximide cs | Pf growth 96h | LmPK inh | Pf growth 48h |
| --- | --- | --- | --- | --- | --- | --- | --- |
| CC1CCN(C(=O)c2ccc3c(=O)n4c(nc3c2)CCCCC4)CC1 | 20 | 3% | 4% | 15 | ? | 4% | 32%[activator] |
| CCCc1cc(=O)[nH]c2nnc(SCC(=O)NC3CCCCC3)n12 | / | 0% | 1% | / | -10% | / | 2% |
| CCOc1ccccc1-n1c(=S)sc2c(=O)n(-c3ccccc3)c(=S)[nH]c21 | 18 | ? | ? | -7 | ? | 0% | -4% |
| CC1(CC(=O)O)C(=O)N=C2C=CC=CN21 (stereo unspecified) | 0 | -5% | -2% | 5 | -10% | 2% | 10% |
| O=C(c1cc(-c2ccccc2)on1)N1CCCC1 | 149* | -5% | 2% | 30* | / | -8% | 308%[activator] |
| Cc1csc(Nc2ccc(Cl)cc2)[n+]1-c1ccc(Cl)cc1 | 19 | ? | ? | 8 | ? | 4% | 0% |
| N#CC1=C2SCN(c3ccccc3)CN2C(=O)CC1c1cccs1 (stereo unspecified) | 8 | ? | ? | 6 | 25% | 6% | ? |
| COC(=O)c1cn(NC(=O)c2cccc(N(C)C)c2)c(=O)c2ccccc12 | -19 | -8% | -21% | -1 | 80%[activator] | 5% | 5% |
| O=C(NCCCN1CCOCC1)c1cc(-c2ccccc2)on1 | 137* | -4% | ? | 13* | / | -9% | 59%[activator] |
| O=c1cc(-c2ccccc2Cl)oc2ccc([N+](=O)[O-])c(O)c12 | 12 | 3% | 19% | -1&-1 | ? | -1% | 0% |
| Oc1cc(O)cc(/C=C/c2ccc(O)c(O)c2)c1 | -6 | ? | 0.56µM* | -7 | 1% | / | -3% |
| CN(C)CC(C(=O)c1ccccc1)c1ccccc1 (stereo unspecified) | -16 | -6% | ? | -4 | / | 0% | ? |
| COC(=O)c1ccc(OCC(O)CN2CCc3cc(OC)c(OC)cc3C2c2ccccc2)cc1 (stereo unspecified) | -5 | 3% | 7.9µM* | -2 | 10µM* | -1% | ? |
| Nc1cccc(-c2cc(-c3ccccc3)nc(-c3cccc(N)c3)n2)c1 | -4 | 1% | ? | -5 | 10µM* | 3% | 10µM* |
| COc1ccc(COC(=O)C2=C(C)NC(=O)NC2c2ccc(F)cc2)cc1 (stereo unspecified) | 0 | -6% | ? | -3 | 2.9µM* | -1% | ? |
| COc1ccc(CCNC(=O)C2CCN(c3nccc(C)n3)CC2)cc1 | -12 | -3% | 6% | -5 | 15% | 3% | -7% |
| Oc1cccc(C2c3[nH]c4ccccc4c3CCN2Cc2ccoc2)c1 (stereo unspecified) | -16 | -5% | 18% | -2 | 15% | 2% | ? |
| CCCCn1c(CN2CCOCC2)nc2c1c(=O)n(C)c(=O)n2C | -7 | -14% | 8% | -4 | -13% | -1% | -9% |
